# PAX8 inh HTS: PAX8 transcriptional activity inhibition | AID 652154 | actives 1.2% (n = 360,000) | RMG-I TPO-luciferase reporter, SteadyGlo, 24 h | inhibition, % at 12.6 µM;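 active = mean replicate inhibition at least 60% with every replicate also reaching 60%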;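 also: luciferase light reporting Pax8 driven TPO promoter activity; plate controls were median of neutral control wells for no effect and mitoxantrone controls for full effect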
# PglD DTNB: blocks C. jejuni PglD acetyltransferase activity. purified PglD enzyme, DTNB colorimetric CoA detection. inhibition, % at 12.5 µM. actives 0.098% (n = 360,000). AID 602405; in the data active = inhibition above about 16%, passing the limit was not always enough; also: strong numbers were not always called active
# PGC1a acetyl inh: lowers PGC1a acetylation signal in U2OS cells | AlphaScreen anti-acetyl-lysine; with virally co-expressed GCN5 acetyltransferase | inhibition, % at 15.6 µM | actives 0.17% (n = 350,000);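 active = every replicate shows inhibition of at least 40%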;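 also: 0% = neutral control wells and 100% = positive control wells; some results beyond the cut were filed as inactive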
# FN deposit inh: fibronectin deposition inhibition; inhibition, % at 12.6 µM; AID 743247; actives 0.086% (n = 350,000); AH1F fibroblasts, Alexa488-fibronectin deposition fluorescence, overnight;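 active = mean inhibition across replicates of 30% or more, regardless of how many single replicates reach that level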;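 also: positive control wells lacked labelled fibronectin entirely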
#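 material = AH1F fibroblast monolayer depositing Alexa488-labelled fibronectin into matrix | amount = 10000 AH1F cells/well | buffer or medium = DMEM plus 2% serum, read in PBS | incubation = 1 h cell adhesion before compound, then overnight fibronectin incubation | detection = fluorescence at 485 nm excitation, 525 nm emission | evaluation = percent inhibition as loss of matrix-bound fibronectin fluorescence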
# ERAP1 HTS inh: blocks human ERAP1 aminopeptidase activity; Q9NZ08; recombinant ERAP1, Leu-AMC fluorescence, 60 min; inhibition, % at 10.7 µM; actives 0.15% (n = 340,000); AID 652197;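 active = mean replicate inhibition of at least 30%, or all replicates individually reaching that 30% level; inactive = mean below 30% and not every replicate reaching it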;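 also: 0% = neutral control wells and 100% = L-leucinethiol positive control wells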
# Target sequence (Q9NZ08 whole entry, looked up): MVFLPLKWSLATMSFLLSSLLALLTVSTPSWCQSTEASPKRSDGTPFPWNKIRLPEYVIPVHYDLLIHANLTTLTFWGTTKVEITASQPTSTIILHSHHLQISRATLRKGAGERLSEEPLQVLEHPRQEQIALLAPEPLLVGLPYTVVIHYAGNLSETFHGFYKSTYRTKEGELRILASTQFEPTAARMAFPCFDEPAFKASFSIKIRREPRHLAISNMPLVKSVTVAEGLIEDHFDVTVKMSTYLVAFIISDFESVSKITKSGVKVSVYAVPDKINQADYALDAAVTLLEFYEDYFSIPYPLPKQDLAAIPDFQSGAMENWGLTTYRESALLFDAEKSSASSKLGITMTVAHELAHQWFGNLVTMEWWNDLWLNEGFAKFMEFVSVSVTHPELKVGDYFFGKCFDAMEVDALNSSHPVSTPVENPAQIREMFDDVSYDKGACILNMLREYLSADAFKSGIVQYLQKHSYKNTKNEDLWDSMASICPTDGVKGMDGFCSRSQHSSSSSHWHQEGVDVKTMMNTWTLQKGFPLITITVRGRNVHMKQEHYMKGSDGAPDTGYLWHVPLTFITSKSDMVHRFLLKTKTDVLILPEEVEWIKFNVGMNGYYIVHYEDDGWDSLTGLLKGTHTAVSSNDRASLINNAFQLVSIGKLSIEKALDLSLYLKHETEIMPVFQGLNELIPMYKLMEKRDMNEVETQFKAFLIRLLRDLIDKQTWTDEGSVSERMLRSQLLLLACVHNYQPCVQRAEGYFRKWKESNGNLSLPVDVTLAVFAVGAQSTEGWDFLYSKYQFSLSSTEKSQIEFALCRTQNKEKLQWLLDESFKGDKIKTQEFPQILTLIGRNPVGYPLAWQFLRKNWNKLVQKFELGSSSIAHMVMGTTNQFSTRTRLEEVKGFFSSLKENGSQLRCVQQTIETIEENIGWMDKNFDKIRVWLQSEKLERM
# S100A4 MyoIIA: inhibitors of human S100A4 binding to myosin IIA peptide. S100A4/TAMRA-MyoIIA peptide fluorescence polarization. inhibition, % at 10.7 µM. actives 0.14% (n = 360,000). AID 652163;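 active = mean inhibition of at least 70% across replicates, with every replicate also reaching that level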
# Target sequence (P26447 whole entry, looked up): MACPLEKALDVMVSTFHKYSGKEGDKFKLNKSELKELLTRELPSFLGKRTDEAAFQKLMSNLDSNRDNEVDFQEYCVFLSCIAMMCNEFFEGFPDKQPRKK
#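 Compound dosing: one dose per compound; test system: human S100A4 monomer with TAMRA-labelled myosin IIA peptide; probe or stimulus: TAMRA-labelled myosin IIA heavy-chain peptide probe, 5 nM; medium: HEPES buffer with Ca2+, pH 7.2; schedule: 5 min incubation before reading; benchmarks: neutral control DMSO, positive control TFP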
# EWS-Fli block: EWS/Fli transcriptional activity inhibition. A673 NR0B1-luciferase reporter, viability-normalised. inhibition, % at 12.6 µM. actives 0.67% (n = 350,000). AID 651661;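 active = mean inhibition of at least 50% after viability correction, with every replicate also passing that limit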;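 also: firefly luciferase signal divided by Alamar Blue viability fluorescence both relative to DMSO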
# LGR2 antag: inhibitors of bursicon-induced Drosophila LGR2 receptor cAMP signaling | HEK293 LGR2, CRE-luciferase, bursicon-stimulated, 4 h | inhibition, % at 9.99 µM | actives 0.35% (n = 380,000) | AID 720647;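 active = drop in luminescence signal, shown as inhibition above about 50% in the replicate tests, limit read from the data, passing the limit was not always enough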;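 also: agonist challenge used bursicon conditioned medium at about half maximal strength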
# Starred values were filed as active, the others as inactive; / = not tested or not shown; & = joins results of further samples.
no.	SMILES	PAX8 inh HTS	PglD DTNB	PGC1a acetyl inh	FN deposit inh
1	NC(=O)CCn1nc(-c2ccccc2)c2ccccc2c1=O	10	3	-4	0
2	O=C(Oc1ccc2c(c1)C(=O)c1ccccc1CO2)c1ccccc1	-51	5	1	14
3	CCOC(=O)c1cc(-c2cccs2)nn1CCC#N	-23	6	-1	-7
4	O=C(NCc1cccnc1)C1c2ccccc2C(=O)N1Cc1ccccc1 (stereo not given)	-1	1	0	1
5	CC(=O)c1cccc(-c2cnc3c(NC=O)cc(-c4ccccc4)cn23)c1	10	0	-3	19
6	CCC(=O)N1CC2(C1)[C@@H](c1ccc(-c3ccccc3C)cc1)[C@@H](CO)N2C(=O)CC	/	/	/	-1
7	Cc1ccsc1/C=N/N1CCN(c2ccccc2)CC1	/	-4	7	/
8	COc1ccc(S(=O)(=O)Nc2ccc3c(c2)C(=O)N([C@H](C)CO)C[C@@H](C)[C@H](CN(C)C(=O)Nc2ccc(F)cc2)OCCCC[C@@H](C)O3)cc1	22	0	8	/
9	Cc1ccc(NC(=O)CSc2ccc(-c3ccccn3)nn2)cc1F	-11	-2	/	4
10	CCOC(=O)C1CCCN(C(=O)/C=C/c2ccc(OC)cc2)C1 (stereo not given)	-22	/	/	1

no.	ERAP1 HTS inh	S100A4 MyoIIA	EWS-Fli block	LGR2 antag
1	/	/	/	/
2	/	/	/	/
3	/	/	/	/
4	-2	-2	-4	1
5	-7	-25	18	-22
6	2	-50	/	-1
7	0	0	-94	-77
8	-2	10	-9	-9
9	0	0	/	-13
10	-2	-4	-52	16

# Looked up by compound from above (2):
no.	SMILES	PAX8 inh HTS	PglD DTNB	PGC1a acetyl inh	FN deposit inh
5	CC(=O)c1cccc(-c2cnc3c(NC=O)cc(-c4ccccc4)cn23)c1	10	0	-3	19
3	CCOC(=O)c1cc(-c2cccs2)nn1CCC#N	-23	6	-1	-7

no.	ERAP1 HTS inh	S100A4 MyoIIA	EWS-Fli block	LGR2 antag
5	-7	-25	18	-22
3	/	/	/	/

# Full records as entered above.
# Record of Cc1ccc(NC(=O)CSc2ccc(-c3ccccn3)nn2)cc1F → PAX8 inh HTS: -11; PglD DTNB: -2; PGC1a acetyl inh: /; FN deposit inh: 4; ERAP1 HTS inh: 0; S100A4 MyoIIA: 0; EWS-Fli block: /; LGR2 antag: -13
# Record of CCOC(=O)C1CCCN(C(=O)/C=C/c2ccc(OC)cc2)C1 (stereo not given) → PAX8 inh HTS: -22; PglD DTNB: /; PGC1a acetyl inh: /; FN deposit inh: 1; ERAP1 HTS inh: -2; S100A4 MyoIIA: -4; EWS-Fli block: -52; LGR2 antag: 16
# Record of NC(=O)CCn1nc(-c2ccccc2)c2ccccc2c1=O → PAX8 inh HTS: 10; PglD DTNB: 3; PGC1a acetyl inh: -4; FN deposit inh: 0; ERAP1 HTS inh: /; S100A4 MyoIIA: /; EWS-Fli block: /; LGR2 antag: /

# Next structures.
no.	SMILES	PAX8 inh HTS	PglD DTNB	PGC1a acetyl inh	FN deposit inh
11	COCc1cccc(-c2csc(C(NC(C)=O)c3cccc(OC)c3)n2)c1 (stereo not given)	-33	4	3	-7
12	C[C@H](CO)N1C[C@H](C)[C@@H](CN(C)C(=O)c2ccccc2)OCCCC[C@H](C)Oc2ccc(NC(=O)Nc3ccccc3)cc2C1=O	-13	3	-7	-1
13	N#Cc1ccsc1NC(=O)CN1CCOCC1	-11	0	10	5
14	O=C(c1cccc(F)c1)N1CCN(C(=O)c2cc3ncc(Br)cn3n2)CC1	/	-8	-7	-3
15	C[C@@H]1CN([C@@H](C)CO)C(=O)c2cc(-c3cncnc3)cnc2O[C@H]1CN(C)C(=O)c1cccc(F)c1	/	0	7	/
16	COc1cc(NS(=O)(=O)c2ccc(NC(=S)NC(=O)c3cccs3)cc2)nc(OC)n1	-7	/	/	1
17	CCCN(CCC)CCN1C(=O)C2C(C(=O)Nc3ccc(C)cc3)C3C=CC2(O3)C1C(=O)NC1CCCCC1 (stereo not given)	4	-4	/	3
18	O=C(CN1CCOCC1)NCC[C@@H]1CC[C@H](NC(=O)Cc2ccccn2)[C@H](CO)O1	-3	-2	9	5
19	CC(C)(C)c1cnnn1-c1ccc(/C=N/Nc2ccc([N+](=O)[O-])cc2)cc1	17	-6	/	1
20	CCOC(=O)/C(=N\Nc1ccc(OC)cc1)c1csc(Nc2ccccc2)n1	/	/	/	/

no.	ERAP1 HTS inh	S100A4 MyoIIA	EWS-Fli block	LGR2 antag
11	0	0	0	-11
12	1	29	3	-16
13	/	-3	8	-8
14	/	/	/	12
15	-1	5	-5	4
16	/	/	-1	1
17	-6	-2	11	4
18	1	2	5	-5
19	-4	0	-11	/
20	-3	11	-10	-15

# Additional entries follow:
no.	SMILES	PAX8 inh HTS	PglD DTNB	PGC1a acetyl inh	FN deposit inh
21	CC(=O)O[C@H]1[C@@H](O)[C@H](O)[C@H](Oc2c(O)c(C)c3c4c2[C@@H](C)CC[C@@H]4[C@@H](C)C[C@@H]3C=C(C)C)O[C@H]1C	/	0	-20	/
22	COc1ccc(Cc2c(-c3ccccc3)nc3ccc(Br)cn23)c(C)c1	-91	10	-12	-9
23	CCOC(=O)N(C)C[C@H]1OCc2cnnn2CCCC(=O)N([C@H](C)CO)C[C@@H]1C	6&0	3&-2	3&-5	4&3
24	Cc1ccc2c(c1)[C@H]1[C@H](CO2)[C@H](c2ccccc2)[C@]2(C)C(=O)Nc3ccc(Br)cc3C(=O)N12	34	-3	/	3
25	C[C@H]1CN([C@@H](C)CO)C(=O)c2ccccc2-c2ccccc2CO[C@H]1CN(C)S(C)(=O)=O	-23	-2	18	-11
26	C/C(COc1ccccc1)=N\NC(=O)c1nnn(-c2nonc2N)c1CSc1ccccc1	12	-1	-10	-12
27	O=c1ccc(-c2ccc(S(=O)(=O)Nc3ccc(F)cc3)s2)n[nH]1	17	-4	-2	-2
28	CCC1(CC)NC(=O)N(CC(=O)OCC(=O)c2cc(C)c(C)cc2C)C1=O	14	0	2	-4
29	O=C(Nc1c2c(nn1-c1ccc(F)cc1)CS(=O)(=O)C2)c1ccc(S(=O)(=O)N2CCOCC2)cc1	-14	/	0	-23
30	O=C(Nc1ccc(Cl)cc1Cl)c1ccc2ncsc2c1	-121	-2	-4	-1

no.	ERAP1 HTS inh	S100A4 MyoIIA	EWS-Fli block	LGR2 antag
21	-1	2	1	/
22	0	-5	-76	-61
23	-1&1	-1&2&-11	3&3&-4	11&-5
24	/	15	-4	5
25	-2	5	-17	-2
26	1	6	-8	11
27	-4	46	1	-10
28	1	4	-3	12
29	5	-4	-4	15
30	1	-2	-132	-75

# (continued)
no.	SMILES	PAX8 inh HTS	PglD DTNB	PGC1a acetyl inh	FN deposit inh
31	CCOC(=O)c1c(-n2cnnn2)sc2c1CCCC2	-14	/	/	-14
32	O=C(Nc1nc2ccccc2[nH]1)NC1CCCCC1	-165	0	5	/
33	O=C(Nc1ccc(F)cc1)N1CCCCN2[C@H](CO)[C@@H](c3ccc(-c4ccccc4F)cc3)[C@@H]2C1	5	-3	-33	/
34	COc1ccc(CNC2CCCc3ccccc32)c(OC)c1 (stereo not given)	13	11	5	8
35	O=C(CC1C(=O)NCCN1Cc1ccccc1C(F)(F)F)NC1CCCCCC1 (stereo not given)	6	1	-3	6
36	O=C(OCc1ccccc1)N1CCC2CC1c1ccc(-c3cccc(F)c3)cc12 (stereo not given)	-15	6	-1	1
37	CC(=O)c1cccc(NCC(=O)Nc2cc(S(=O)(=O)N3CCCCC3)ccc2C)c1	10	-10	/	8
38	CCCCNC(=O)C1(C)CCCCN1C(=O)c1sccc1C (stereo not given)	-11	4	-1	-3
39	CC(C)N(C)S(=O)(=O)c1ccc(NC(=O)C2=COCCO2)cc1	-73	3	8	-1
40	C=CCc1ccc(OCC(O)CN2CCN(Cc3ccc(Cl)cc3)CC2)c(OC)c1 (stereo not given)	27	/	/	5

no.	ERAP1 HTS inh	S100A4 MyoIIA	EWS-Fli block	LGR2 antag
31	0	3	2	-45
32	-5	4	/	-17
33	-1	-1	-5	/
34	2	-4	-7	/
35	-3	-4	3	0
36	/	-1	0	4
37	2	-4	/	-10
38	7	-5	0	4
39	-6	-5	-31	-15
40	1	-2	25	14

# Additional records
no.	SMILES	PAX8 inh HTS	PglD DTNB	PGC1a acetyl inh	FN deposit inh
41	O=C(NNc1nc2ccc(Cl)cc2s1)c1cc(-c2cccs2)nc2ccccc12	34	-1	4	-5
42	CCN(CC)CCNC(=O)c1ccc(NC(=O)c2cc(S(=O)(=O)N3CCCCC3)ccc2C)cc1	7	-4	-7	-5
43	COC(=O)c1cc(C)sc1NC(=O)CSc1ncccn1	-18	-1	/	/
44	COc1ccc(-c2cc(=O)oc3cc(OCC(=O)N(C)C)ccc23)cc1	-19	-1	/	-5
45	Cc1ccc2oc(C(=O)NCCCN3CCOCC3)c(C)c2c1	-151	-2	/	-8
46	O=C(Cc1cccs1)N(CC1CCCO1)C1(C(=O)NC2CCCCC2)CCCCC1 (stereo not given)	4	/	-25	-6
47	Cc1cc(S(=O)(=O)NCCc2ccccc2)ccc1-n1cnnn1	4	3	/	-11
48	O=C1CCCC2=C1C(c1ccc(O)c(O)c1)Nc1ccc3ccccc3c12 (stereo not given)	18	1	-1	-9
49	COc1ccc(OCC(=O)Nc2cc(NC(=O)COc3ccc(OC)cc3)cc(C(=O)O)c2)cc1	6	2	5	-12
50	CCC(C)(C)C1CCc2[nH]nc(C(=O)N/N=C(\C)c3ccco3)c2C1 (stereo not given)	-60	3	2	-8

no.	ERAP1 HTS inh	S100A4 MyoIIA	EWS-Fli block	LGR2 antag
41	-4	-8	14	/
42	-3	-7	-4	-5
43	-4	-4	8	-2
44	-4	-2	1	-11
45	0	-35	-100	-65
46	14	-2	3	/
47	-3	-2	-6	27
48	1	1	11	/
49	-3	2	6	0
50	1	0	-51	-67

# Additional records follow:
no.	SMILES	PAX8 inh HTS	PglD DTNB	PGC1a acetyl inh	FN deposit inh
51	O=C(N/C(=C\c1ccccc1)C(=O)N1CCOCC1)c1ccc(Br)o1	21	-4	/	-3
52	CCOC(=O)CN(C#N)c1nc(C)cc(C)n1	9	0	1	-4
53	CCOC(=O)[C@H]1[C@H]2COc3ccc(Cl)cc3[C@@H]2N2C(=O)[C@@H](CO)NC(=O)[C@@]12C	-17	-1	/	3
54	C[C@@H]1CN([C@H](C)CO)C(=O)c2cc(NC(=O)Nc3ccc(F)cc3)ccc2O[C@@H]1CN(C)S(=O)(=O)c1ccc(Cl)cc1	4	-1	7	/
55	O=C(CC1N=C(Cc2ccccc2)NNC1=O)N/N=C/c1ccc([N+](=O)[O-])cc1 (stereo not given)	1	3	8	-1
56	Cc1ccccc1-c1ccccc1[C@H]1[C@@H](CO)N(C(=O)c2cccc(F)c2)[C@H]1C#N	/	/	-7	-11
57	CC[n+]1c(C)cc2c(sc3ccccc32)c1C	29	/	/	/
58	O=C(O)c1ccc(NC(=O)C2CCN(S(=O)(=O)c3ccc4c(c3)OCCO4)CC2)cc1	2	-2	0	-2
59	C[C@H]1CN([C@@H](C)CO)C(=O)c2cccc(NC(=O)C3CCOCC3)c2O[C@@H]1CN(C)C(=O)NC1CCCCC1	-24	4	2	-27

no.	ERAP1 HTS inh	S100A4 MyoIIA	EWS-Fli block	LGR2 antag
51	-3	2	5	6
52	/	/	/	/
53	2	2	4	0
54	/	-12	0	6
55	-3	0	4	9
56	-1	6	7	7
57	20	-3	8	1
58	-5	6	5	-6
59	-2	-2	4	19

# Screening results (PubChem BioAssay)
